Pol iota inh: qHTS for Inhibitors of Polymerase Iota; DNA polymerase iota (Homo sapiens), Q9UNA4; AID 588590, 2011; Potency, µM (top dose mostly 115 µM), for inactives: at the top dose activity, negative = inhibition, most hits filed as inhibitors; Pol iota fluorescent replication assay, 10 min; 390,000 compounds, 1% hits
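Fluorescent replication assay read twice, at 0 min and 10 min after adding 50 nM (final) substrate. Enzyme (10 nM) and compounds were first incubated 15 min at room temperature; enzyme-free buffer wells were negative controls.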
G9a inh: qHTS Assay for Inhibitors of Histone Lysine Methyltransferase G9a. Potency, µM (series often up to 102 µM), for inactives: at the top dose activity, negative = inhibition, actives largely listed as inhibitors. G9a H3K9 monomethylation, AlphaScreen, 2 h. 350,000 compounds, 8.8% hits; note: % is set by controls: 0 for no effect and ±100 for the full control effect; nearly all actives have a fitted effect of over 75% in size
Target sequence (Q96KQ7 913-1193 limits assumed): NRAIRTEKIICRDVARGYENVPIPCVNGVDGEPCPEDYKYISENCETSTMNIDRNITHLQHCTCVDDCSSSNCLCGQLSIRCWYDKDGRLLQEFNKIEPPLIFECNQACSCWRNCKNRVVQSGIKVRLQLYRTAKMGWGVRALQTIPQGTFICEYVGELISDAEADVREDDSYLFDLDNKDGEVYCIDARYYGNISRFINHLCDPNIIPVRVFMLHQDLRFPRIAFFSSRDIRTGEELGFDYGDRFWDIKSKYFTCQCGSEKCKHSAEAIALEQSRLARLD
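G9a (20 nM) preincubated 15 min RT with compounds, then 500 nM biotinylated H3K9 peptide and 20 uM SAM added; 2 h RT reaction. Monomethyl-H3K9 product detected by AlphaScreen with anti-H3K9me1 antibody, streptavidin donor and anti-rabbit IgG acceptor beads.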
JMJD2A Tudor: qHTS Assay for Inhibitors of JMJD2A-Tudor Domain | Lysine-specific demethylase 4A (Homo sapiens), O75164 | AlphaScreen JMJD2A-Tudor / H3K4me3 peptide binding | Potency, µM (titrated, usually from 114 µM), inactives show at the top dose activity change, negative = inhibition, usual class: inhibitors | 390,000 compounds, 4.4% hits | AID 504339, 2011; note: % is set by controls: 0 for no effect and ±100 for the full control effect; nearly all actives have a fitted effect of over 50% in size
BLM inh: qHTS Assay for Inhibitors of Bloom's syndrome helicase (BLM) | RecQ-like DNA helicase BLM (Homo sapiens), P54132 | 350,000 compounds, 0.2% hits | Potency, µM (doses to about 56.1 µM), for inactives: top-dose activity change, negative = inhibition, usual class: inhibitors | recombinant BLM DNA unwinding, fluorescence dequenching;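 note: plate controls were vehicle for no effect and no enzyme for full effect; nearly all actives have a fitted effect of over 35% in size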
Tb PGK inh: qHTS Assay to Find Inhibitors of Phosphoglycerate Kinase; Potency, µM (highest dose often 57.5 µM), without a hit: at the top dose activity change, negative = inhibition, most hits filed as inhibitors; AID 602233, 2012; Phosphoglycerate kinase, glycosomal (Trypanosoma brucei brucei), P07378; PGK/GAPDH coupled, Kinase-Glo luminescence, 60 min; 380,000 compounds, 0.043% hits; note: % is set by controls: 0 for no effect and ±100 for the full control effect; nearly all actives have a fitted effect of over 60% in size
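Recombinant glycosomal PGK reaction used 1,3-bisphosphoglycerate generated in-well by GAPDH (100nM final) in 100mM TEA pH 7.6, 5mM MgCl2, 0.01% Tween-20. After 60 minutes at room temperature, ATP was read by Kinase-Glo Plus luminescence end-point.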
HP1b chromo inh: HTS for Inhibitors of HP1-beta Chromodomain Interactions with Methylated Histone Tails; Potency, µM (series often up to 114 µM), for the others: top-dose activity change, negative = inhibition, hits mostly inhibitors; Chromobox protein homolog 1 (Homo sapiens), P83916; 390,000 compounds, 0.56% hits; AID 540317, 2011; AlphaScreen HP1-beta / biotin-H3K9me3 peptide binding; note: nearly all actives have a fitted effect of over 70% in size; inactives centre near 23
Target sequence (P83916 whole entry, looked up): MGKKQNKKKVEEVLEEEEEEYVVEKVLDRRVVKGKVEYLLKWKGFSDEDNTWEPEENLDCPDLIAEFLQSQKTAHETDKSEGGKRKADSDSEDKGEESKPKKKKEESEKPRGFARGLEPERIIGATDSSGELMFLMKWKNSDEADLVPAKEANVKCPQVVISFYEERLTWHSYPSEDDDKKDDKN
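Compound inhibition of the preformed complex between 50 nM HP1-beta and 50 nM biotinylated H3K9me3 peptide was read by AlphaScreen. Buffer was PBS pH 7.4 with 0.01% Tween-20. Incubations ran 30 min at room temperature, with 10 ug/mL donor/acceptor beads.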
BAZ2B block: qHTS Assay for Inhibitors of BAZ2B. 360,000 compounds, 4.4% hits. Potency, µM (doses to about 114 µM), for the others: at the top dose activity change, negative = inhibition, most hits filed as inhibitors. AlphaScreen BAZ2B-H3K14Ac peptide displacement; note: % is set by controls: 0 for no effect and ±100 for the full control effect; nearly all actives have a fitted effect of over 60% in size
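AlphaScreen displacement: compounds (up to 110uM) incubated 30 min at room temperature with a preformed 50 nM BAZ2B/50 nM biotinylated H3K14Ac peptide complex in PBS pH 7.4 with Tween-20. Donor and acceptor beads at 10 ug/mL final added, 20 min light-protected before reading.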
GLS inhibitor: qHTS for Inhibitors of Glutaminase (GLS). GLS enzymatic activity, qHTS titration. Potency, µM (series often up to 45.5 µM), for the others: at the highest dose activity change, negative = inhibition, actives largely listed as inhibitors. AID 624170, 2012. Glutaminase kidney isoform, mitochondrial (Homo sapiens), O94925. 410,000 compounds, 0.21% hits; note: % is set by controls: 0 for no effect and ±100 for the full control effect
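Assay buffer: 45 mM KH2PO4 pH 8.2, 0.02% Tween-20. hKGA acts on L-glutamine (1 mM solution added); product glutamate is reported by an oxidase/peroxidase Amplex Red coupling, with fluorescence taken at baseline and 30 min.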
Pin1 inhibitor: qHTS Assay to Find Inhibitors of Pin1; Potency, µM (doses to about 115 µM), for inactives: top-dose activity, negative = inhibition, actives largely listed as inhibitors; Peptidyl-prolyl cis-trans isomerase NIMA-interacting 1 (Homo sapiens), Q13526; 390,000 compounds, 0.009% hits; AID 504891, 2011; Pin1 FP peptide displacement, HiFluor488, 10 min; active = well fitted inhibition curve with a large enough effect in the polarisation, with a control signal flat, not every such curve was filed as active; inconclusive = small, poorly fitted or top-dose-only effect, or effect the other way, or a change in a side signal; inactive = no such curve, though single readings can be large or run the other way; the % refers to the polarisation; note: % is set by controls: 0 for no effect and ±100 for the full control effect
Target sequence (Q13526 whole entry, looked up): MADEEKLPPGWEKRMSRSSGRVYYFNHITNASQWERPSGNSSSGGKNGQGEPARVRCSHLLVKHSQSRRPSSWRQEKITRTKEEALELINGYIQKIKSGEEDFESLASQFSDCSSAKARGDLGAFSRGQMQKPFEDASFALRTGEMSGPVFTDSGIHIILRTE
* marks the source's active call; other numbers are inactive results; i = inactive; ? = inconclusive; · = not tested or not shown; & = joins results of further samples; [ ] = remark or other dose. Unless noted, calls come from the whole dose curve; as a rule, active = well fitted curve in the direction sought with a large enough effect; inconclusive = small, poorly fitted or top-dose-only effect, or another doubt; inactive = no such curve, though single readings can be large; an effect the other way counts as inactive or inconclusive. Potency is the fitted concentration of half-maximal effect. These rows are one share of the data, so the mix of outcomes need not match the whole.

SMILES	Pol iota inh	G9a inh	JMJD2A Tudor	BLM inh	Tb PGK inh	HP1b chromo inh	BAZ2B block	GLS inhibitor	Pin1 inhibitor
Clc1ccccc1CN1CCN(/N=C/C=C\c2ccco2)CC1	-1%	35µM*	?	-14%	-6%	45µM*	40µM*	-14%	1%
Cc1ccc(S(=O)(=O)c2cnc(-c3ccccc3)nc2N2CCN(C)CC2)cc1	-18%	·	?	2%	6%	-4%	?	-2%	3%
O=C(NN=C1CCCCCC1)c1ccc(Cl)s1	33%[activator]	·	-8%	-6%	3%	17%	-9%	12%	5%
CCOC(=O)c1cc(CC)sc1N	18%	-6%	-35%	1%	i	6%	-30%	3%	-1%
COC(=O)c1cccc(C23CC4(C2)[C@H](CN(CC2CCCCC2)[C@@H]4c2ccccc2)C3c2ccccc2)c1 (some centres undefined)	19%	9%[12.7 µM]	-25%	-8%&-8%	2%	32%	-11%	5%	73%[activator]
O=C(CCn1c(=O)oc2ccccc21)N1CCOCC1	18%	-18%	-8%	-3%	7%	24%	-2%	9%	0%
CC1CCCCC1NC(=O)c1nn(C)c(=O)c2ccccc12 (centres undefined)	6%	20%[59 µM]	-3%	2%	i	41%	-9%	-1%	-7%
Cc1cc(C)c2nc(N(CCCN(C)C)C(=O)c3ccc(S(=O)(=O)N4CC(C)OC(C)C4)cc3)sc2c1 (centres undefined)	-14%	?	-9%	·	-9%	16%	2%	2%	0%
C(=N\c1nc2ccccc2n1CCN1CCCCC1)/c1cccs1	10%	?	-17%	3%	-2%	23%	4%	27%	-3%
CCOC(=O)Cn1cnc2c(nnn2-c2cccc(Cl)c2)c1=O	13%	-5%	3%	-2%	7%	35%	2%	-6%	0%
Cc1noc(/C=C/N(C)C)c1S(=O)(=O)N(C)CC(=O)NC1CCCCC1	-11%	-18%[12.7 µM]	-6%	-22%	1%	29%	21%	-5%	0%
CCOc1ccc(N(CC(=O)NCC2CCCO2)C(=O)CCC(=O)Nc2nccs2)cc1 (centres undefined)	4%	-8%	-4%	-4%	i	30%[activator]	1%	-1%	0%
CCCCCOc1ccc(NC(=O)Cn2c(-c3cncs3)nc3ccccc32)cc1	12%	3%[59 µM]	-25%	-4%	·	39%	-31%	-3%	-2%
CN1CCC(=NNC(=O)CN(c2ccc([N+](=O)[O-])cc2)S(=O)(=O)c2ccccc2)CC1	?	-9%	-11%	-4%	-5%	13%	-14%	5%	-4%
Cc1cc(C)c2nc(C(F)(F)F)nc(N3CC(C)OC(C)C3)c2c1 (centres undefined)	-27%	45%[59 µM]	42%[activator]	-6%	-5%	106%[activator]	-5%	5%	?
CCc1ccc2ncc(C(=O)c3ccccc3)c(N3CCOCC3)c2c1	?	56µM*	-4%	8%	-3%	10%	-18%	2%	7%
O=C(CSc1nnc(-c2ccccc2F)o1)N1CCc2ccccc21	-20%	1%[59 µM]	-4%	0%	2%	24%	1%	-2%	-3%
Fc1ccccc1CNc1ccc(Cl)cc1	5%	134%[activator][59 µM]	48%[activator]	-5%	·	65%	43%[activator]	12%	?
CC(=O)c1ccc(NC(=O)c2cc(-c3ccc(Cl)c(Cl)c3)on2)cc1	8%	7%[59 µM]	9%	-1%	-5%	28%	2%	1%	1%
O=C(COc1ccccc1)NNC(=O)c1cc2ccccc2o1	21%	?	-10%	-5%	-2%	23%	-6%	13%	2%
O=C(Nc1cccc(S(=O)(=O)C(F)F)c1)c1ccc(Cl)c(S(=O)(=O)N2CCOCC2)c1	3%	-8%[59 µM]	-17%	-7%	-5%	37%	3%	-2%	5%
O=C(Oc1ccc(Cl)cc1N1C(=O)CCC1=O)c1ccco1	5%	?	-2%[11.4 µM]	-1%	-7%	-14%	-3%	-14%	-3%
CCC(=O)c1cc(F)c(N2CCN(C(=O)c3ccco3)CC2)cc1C	-2%	-41%[59 µM]	-10%	3%	-3%	23%	-4%	0%	-4%
C[n+]1cccc(C(=O)NNC(=O)C23CC4CC(CC(C4)C2)C3)c1	30%[activator]	?	?	-1%	1%	?	?	0%	1%
Cc1ccc(S(=O)(=O)N(C)CC(=O)N(CC(C)C)C2CCS(=O)(=O)C2)cc1 (centres undefined)	36%[activator]	32%[2.33 µM]	13%	·	-1%	42%[activator]	-6%	1%	-3%
CCN=C1SC(CC(=O)NCC)C(=O)N1CC (centres undefined)	3%	?	-24%	-2%	0%	1%	3%	3%	-5%
CCCN(CC(=O)Nc1ccccc1C)C(=O)c1ccc2c(c1)OCO2	3%	?	5%	·	1%	36%[activator]	-2%	7%	-10%
COc1ccccc1-c1noc(CCCC(=O)NCc2ccco2)n1	7%	4%[59 µM]	-6%	-2%	i	37%	-16%	-9%	32%[activator]
Cn1cccc1Cc1nnc(SCC(=O)N2CCCCCC2)n1-c1ccc(F)cc1	-4%	50µM*	-23%	-6%	1%	29%	-33%	6%	3%
O=C1c2ccccc2C(=O)N1CN(C(=O)COc1ccccc1)c1ccccc1	-12%	1%[59 µM]	-13%	-1%	8%[11.5 µM]	34%	5%	0%	0%

Part of the list above, as labelled records:
canonical_smiles: O=C(Nc1cccc(S(=O)(=O)C(F)F)c1)c1ccc(Cl)c(S(=O)(=O)N2CCOCC2)c1
  Pol iota inh: 3% | G9a inh: -8%[59 µM] | JMJD2A Tudor: -17% | BLM inh: -7% | Tb PGK inh: -5% | HP1b chromo inh: 37% | BAZ2B block: 3% | GLS inhibitor: -2% | Pin1 inhibitor: 5%

canonical_smiles: O=C(Oc1ccc(Cl)cc1N1C(=O)CCC1=O)c1ccco1
  Pol iota inh: 5% | G9a inh: ? | JMJD2A Tudor: -2%[11.4 µM] | BLM inh: -1% | Tb PGK inh: -7% | HP1b chromo inh: -14% | BAZ2B block: -3% | GLS inhibitor: -14% | Pin1 inhibitor: -3%

canonical_smiles: CCC(=O)c1cc(F)c(N2CCN(C(=O)c3ccco3)CC2)cc1C
  Pol iota inh: -2% | G9a inh: -41%[59 µM] | JMJD2A Tudor: -10% | BLM inh: 3% | Tb PGK inh: -3% | HP1b chromo inh: 23% | BAZ2B block: -4% | GLS inhibitor: 0% | Pin1 inhibitor: -4%

The listing continues.
SMILES	Pol iota inh	G9a inh	JMJD2A Tudor	BLM inh	Tb PGK inh	HP1b chromo inh	BAZ2B block	GLS inhibitor	Pin1 inhibitor
COc1cc(C2c3c(-c4c(C)cc(C)cc4O)n[nH]c3C(=O)N2CCCOC(C)C)cc(OC)c1OC (centres undefined)	-10%	-1%[59 µM]	-24%	2%	·	-3%	-9%	2%	-6%
O=C(CNC(=O)c1ccc(Br)cc1)Nc1ccc2c(c1)CCC2	1%	·	-30%	·	10%	8%	·	11%	7%
O=C(NC(=S)Nc1ccc(N2CCOCC2)cc1)c1cccc([N+](=O)[O-])c1	12%	?	-4%	-3%	i	-13%	-21%	18%	1%
O=C(NCCc1ccccc1)c1ccc(Cl)c(S(=O)(=O)N2CCCC2)c1	-4%	·	-11%	-7%	0%	24%	?	4%	0%
Clc1ccccc1OCCN1CCCCC1	19%	?	22µM*	-1%	-9%	?	-3%	-6%	-2%
O=C(CNC(=O)c1cccs1)Nc1ccncc1	-21%	-43%	-22%	·	-9%	7%	-1%	-3%	-1%
COc1cccc(CN2C(=O)NC3(CCCCCC3)C2=O)c1	52%[activator]	6%	3%	0%	2%	21%	10%	0%	-3%
Cc1ccc(S(=O)(=O)N2CCCC2)cc1C(=O)NCCN1CCOCC1	7%	79µM*	-7%	-9%	i	28%	?	-10%	-2%
COc1ccc(C(=O)N2CCCC(C(=O)c3ccccc3OC)C2)cc1OC (centres undefined)	43%	·	-25%	-3%	i	59%[activator]	-7%	-5%	-2%
Cc1cc(C(=O)N/N=C/c2cccnc2)n[nH]1	59%[activator]	23%	-2%	-2%	i	50%[activator]	2%	-18%	1%
Cc1occc1C(=O)NC1CCCCCC1	2%	-5%	-18%	1%	-4%	21%	-4%	0%	-4%
CC(C(=O)O)c1ccc2c(c1)[nH]c1ccc(Cl)cc12 (centres undefined)	-14%	16%[12.7 µM]	-6%	2%&-13%	-2%	19%	-4%	1%&-2%	-5%
Cc1ccccc1Cn1c(C)nc2ccc([N+](=O)[O-])cc2c1=O	38%[activator]	-8%	-33%	-3%	-9%	10%	?	-2%	-5%

Whole records, looked up by structure. Values in the order: Pol iota inh | G9a inh | JMJD2A Tudor | BLM inh | Tb PGK inh | HP1b chromo inh | BAZ2B block | GLS inhibitor | Pin1 inhibitor
Cc1ccccc1Cn1c(C)nc2ccc([N+](=O)[O-])cc2c1=O across the screens: 38%[activator] | -8% | -33% | -3% | -9% | 10% | ? | -2% | -5%
O=C(CNC(=O)c1cccs1)Nc1ccncc1 across the screens: -21% | -43% | -22% | · | -9% | 7% | -1% | -3% | -1%
O=C(CNC(=O)c1ccc(Br)cc1)Nc1ccc2c(c1)CCC2 across the screens: 1% | · | -30% | · | 10% | 8% | · | 11% | 7%
Cc1ccc(S(=O)(=O)N2CCCC2)cc1C(=O)NCCN1CCOCC1 across the screens: 7% | 79µM* | -7% | -9% | i | 28% | ? | -10% | -2%
O=C(NC(=S)Nc1ccc(N2CCOCC2)cc1)c1cccc([N+](=O)[O-])c1 across the screens: 12% | ? | -4% | -3% | i | -13% | -21% | 18% | 1%

Screening results: PubChem BioAssay, National Center for Advancing Translational Sciences (NCATS)
